Screening results (PubChem BioAssay)
Growth percent in the NCI-60 one-dose screen (48 h, 10 µM unless noted): 100 = growth as untreated, 0 = no growth, -100 = all killed.
HL-60(TB) – HL-60(TB) leukemia cells. 78,000 compounds, 9% hits. AID 1794776; active = growth percent below 10
* hit, by the source's call; & = joins results of further samples; [ ] = dose if it differs, or a comment.

SMILES	HL-60(TB)
Nc1nc2c(C(=O)Nc3ccc(Cl)cc3)c(Nc3ccc(Cl)cc3)nn2c(-c2ccc(Cl)cc2)c1-c1nc2ccccc2s1	103
NC(=O)C1(C(N)=O)CCC1	98
c1ccc2[nH]c(-c3ccc(Nc4nc(N5CCCCC5)nc(N5CCOCC5)n4)cc3)nc2c1	-23*
NC(=O)N/N=C/C(c1ccccc1)c1ccccc1	99
COC(=O)C1CCCCCCC1=O (stereo unspecified)	99
CCOC(=O)c1c[nH]c2ccccc2c1=O	137
Cc1c(C(=O)Nc2nc(-c3ccccc3)cs2)nnn1-c1cccc2ccccc12	54[50 µM]
CC/C(Cc1ccccc1)=C(/c1ccc(O)cc1)c1ccc(OCCN2CCCCC2)cc1	70
C=C(CC(=O)OCC(CC)CCCC)C(=O)OCC(CC)CCCC (stereo unspecified)	103
COCCCn1c(-c2cc(OC)c(OC)c(OC)c2)nn2c(=O)c3ccccc3nc2c1=O	94
CCOC(=O)CN1C(=O)N2CC[C@@H](OC(C)=O)C[C@H]2c2ccccc21	102
C=C(C)[C@@H]1CC[C@]2(C(=O)O)CC[C@]3(C)[C@H](CC[C@@H]4[C@@]5(C)C[C@@H](Cc6cn([C@@H]7O[C@H](CO)[C@@H](O[C@@H]8O[C@H](CO)[C@H](O)[C@H](O)[C@H]8O)[C@H](O)[C@H]7O)nn6)[C@H](O)C(C)(C)[C@@H]5CC[C@]43C)[C@@H]12	96
CC(O)CN (stereo unspecified)	104
CN(C)CCC(=O)c1cccc(O)c1	70
COc1cc(C(=O)NNC(=O)c2cccc(OCC(=O)O)c2)cc(OC)c1OC	89
CC(=O)c1ccc(Nc2nc3ccccc3cc2C=O)cc1	93
COc1ccc2c(c1)OC[C@@H](c1ccc(O)cc1O)C2	91
CCCCCCCC/C=C\CCCCCCCCCCCCOc1ccccc1CCOP(=O)(O)OCC[N+](C)(C)C	102
CCCCSc1ccccc1	92
CN1CCSC1=NC(=O)c1ccc(Cl)cc1	98
COc1cc(O)c2c(c1)[C@H]1O[C@@H]1C[C@H](O)[C@H](O)C(=O)/C=C\C[C@H](C)OC2=O	0.2*
COc1cc(C2CC(c3ccc(C(F)(F)F)cc3)=Nc3c(N)nc(N)nc3N2)ccc1Oc1nc(NCCO)nc(N2CCOCC2)n1 (stereo unspecified)	107&107
O=C1Nc2ccc(Cl)cc2/C1=N/N=C(c1ccccc1)c1ccccc1	91
CC(Br)c1nc2ccccc2cc1C(N)=O (stereo unspecified)	104
CC(C)N1Cc2ccc([nH]2)CN(C(C)C)C1	109
SMILES	HL-60(TB)
COc1ccc(/C=C2\N=C3Sc4cc(Cl)ccc4C(=O)N3C2=O)cc1	92
O=C(Nc1cc(Cl)cc(Cl)c1)C(Cc1cccc[n+]1[O-])c1ccccc1 (stereo unspecified)	103
Cc1nc(-c2ccccc2O)ccc1C(=O)N=Nc1c(O)[nH]c2ccc(F)cc12	115
COc1ccc(-c2nc(SCC(C)C)nc(Nc3ccccc3)c2C#N)cc1	89
COc1cc2nc(-c3ccc(C(F)(F)F)cc3)cc(OCCN3CCCC3)c2cc1OC	67
COc1ccc2c(c1)C(=O)/C(=C/c1cccc(OCC(=O)c3ccccc3)c1)O2	-80*
CCNC(=O)Oc1ccc(/C(=C(/C)c2ccc(OC)cc2)c2ccc(OCCN3CCCCCC3)cc2)cc1	22
CCCCC(CC)COC(=O)/C=C/c1cccc2c1C(=O)NC(C)(c1cc3cc4ccccc4cc3oc1=O)N2 (stereo unspecified)	86
C=C(C)[C@@H]1CC[C@]2(CO)CC[C@]3(C)[C@H](CC[C@@H]4[C@@]5(C)CC[C@H](NCO)C(C)(C)[C@@H]5CC[C@]43C)[C@@H]12	-52*
NS(=O)(=O)c1ccc(CNC(=O)Nc2nc3ccccc3s2)cc1	102
C[N+]12CCC34C5=CC(=O)C(=O)C=C5[N+]5(C)C(=O)CC6OCC=C(C1)C(CC32)C6C45 (stereo unspecified)	84
COc1cc(C2SCC(=O)N2Cc2ccc3c(c2)OCO3)cc(OC)c1OC (stereo unspecified)	79
Cc1cccc(C(=O)OCCC(C)C)c1	91
CCCC(C)CC1(CCO)C(=O)NC(=S)NC1=O (stereo unspecified)	91
N#CC1(c2ccccc2)CCOCC1	103
C[Se]CC[C@H](N)C(=O)O	95
CS(=O)(=O)c1ccc(N2N=C(c3ccc(O)c(Cl)c3)CCC2=O)cc1	67
CCCCCC(O)(CCCC)CCCC	103
Cc1ccc(C2Nc3nc(-c4cccnc4)nn3C(N)=C2C#N)cc1 (stereo unspecified)	98
O=C(COc1ccc(/C=C2\C(=O)Nc3ccccc32)cc1)Nc1ccccc1	105
O=c1nc2s/c(=C\c3cccc(F)c3)c(=O)n2c2nc(-c3ccccc3)c(-c3ccccc3)nc12	103
C=CCN1CC[C@]23c4c5ccc(O)c4O[C@H]2C(=O)CC[C@@]3(O)[C@H]1C5	95
N#CC(C#N)=C1NC2(CCCCC2)N=C1N	100
O=C(CCc1cccs1)Nc1ncc(Cc2ccccc2)s1	98
Oc1ccc2[nH]cc(-c3cncc(-c4c[nH]c5ccc(O)cc45)c3)c2c1	105
SMILES	HL-60(TB)
Cc1ccc(S(=O)(=O)n2cc(/C=N/NC(=O)c3ccc(S(N)(=O)=O)cc3)c3ccccc32)cc1	97
CC(C)CC1C(=O)N2CCC[C@H]2C2(O)O[C@](NC(=O)C3C=C4c5cccc6[nH]c(Br)c(c56)C[C@H]4N(C)C3)(C(C)C)C(=O)N12 (stereo partly specified)	1.9*
CO[C@H]1/C=C/O[C@@]2(C)Oc3c(C)c(O)c4c(O)c(c(/C=N/N5CCN(C)CC5)c(O)c4c3C2=O)NC(=O)/C(C)=C\C=C\C(C)[C@H](O)[C@@H](C)[C@@H](O)[C@@H](C)[C@@H](OC(C)=O)[C@@H]1C (stereo partly specified)	104
FC(F)(F)c1cc(-c2nnc3sc(C(F)(F)F)nn23)cc(C(F)(F)F)c1	109
Nc1cc(-c2c[nH]c3ccc(Br)cc23)nc2cc(-c3c[nH]c4ccc(Br)cc34)nn12	9.1*
NC(Cc1csc2ccccc12)C(=O)O (stereo unspecified)	105
O=C(CSc1nc2ccccc2c(=O)n1-c1ccc(Cl)cc1)N/N=C/c1ccc(N2CCCCC2)cc1	108
CCCC1CC(C(=O)NC(C(C)O)C2OC(SC)C(O)C(O)C2O)N(C)C1 (stereo unspecified)	171
O=S(=O)(Oc1ccc(-c2nnc(Nc3ccccc3)s2)cc1)C(F)(F)C(F)(F)C(F)(F)C(F)(F)F	105
O=c1ccc(=O)n(CO)[nH]1	95
C=C(C)[C@@H]1CC=C2c3sc(-c4ccc(Oc5ccc(C(F)(F)F)cn5)cc4)nc3C[C@@H](C)[C@]2(C)C1	77
COc1ccc(Cl)cc1NC(=O)c1cc2c([nH]1)-c1nc(NC(=O)C(C)(C)C)sc1CC2	61
COC(=O)[C@@H]1CCc2c(SC)c(-c3ccccc3)c(O)c(=O)n21	112
Oc1ccc(CSc2nnc(-c3ccccc3)o2)c2cccnc12	7.7*
CCCCCCCCc1ccc(C(=O)Nc2cccc(CP(=O)(O)O)c2)cc1	112
COc1cccc2c1OC1(N3CCOCC3)CCCCC1C2C[N+](=O)[O-] (stereo unspecified)	95
O=C(CN1CCN(c2cc3c(cc2F)c(=O)c(C(=O)O)cn3C2CC2)CC1)Nc1ccc(C(=O)/C=C/c2ccc3c(c2)OCO3)cc1	106
CCOC(=O)CC(=O)CCc1ccccc1	103
COc1ccc(C2C(=O)NN=C2C)cc1 (stereo unspecified)	122
COc1cc(NCCCCCNCC(C)C)c2ncccc2c1	91
O=C1CN(Cc2ccncc2)C(=O)[C@@H](Cc2c[nH]c3ccccc23)N1	92
COc1cc(-n2c(=S)[nH]c3ccc(Br)cc3c2=O)cc(OC)c1OC	103
O=C(O)Cc1ccc(O)c(O)c1	82
COC(=O)/C=C1\S/C(=N\Nc2ccc([N+](=O)[O-])cc2[N+](=O)[O-])N(C2CCCCC2)C1=O	8.6*
Nc1nc2ncc(CNc3ccc(C(=O)N[C@@H](CCc4nn[nH]n4)C(=O)O)cc3)nc2c(=O)[nH]1	109
SMILES	HL-60(TB)
COC(=O)C(CSC(c1ccccc1)(c1ccccc1)c1ccccc1)NC(=O)C(CSCc1ccccc1)NC(=O)CCNC(=O)OCc1ccccc1 (stereo unspecified)	85
FC(F)(F)c1nnc2n1NC(c1ccccc1)=CS2	99
COc1ccc(-c2csc(N/N=C/c3c(-c4ccc(S(C)(=O)=O)cc4)nc4ccccn34)n2)cc1	103
COc1ccc(-c2csc(C3=C(O)CN(CCCN4CCCC4=O)C3=N)n2)cc1OC	114
COc1ccc(Nc2nc(-c3cccnc3)nc3sc4c(c23)CCCCCC4)cc1	98
CCOC(=O)[C@@H]1CSC([C@@H](C)[C@H]2CC[C@H]3[C@@H]4CCC5=CC(=O)CC[C@]5(C)[C@H]4CC[C@]23C)N1C(=O)c1ccccc1 (stereo partly specified)	19
O=C(/C=C1\C=CN(CCN2CCCCC2)c2ccccc21)n1ccc2ccccc21	100
CC12CCC3C(CC=C4C[C@@H](O)CCC43C)C1C/C(=C\c1ccc(OCC(=O)O)cc1)C2=O (stereo partly specified)	90
O=C(Nc1ccc(Cl)cc1)c1ccccc1Cl	84
CCC(=O)Oc1ccc(OCc2ccccc2)cc1	84&36
S=c1nn[nH]c2ccccc12	105
O=C1[C@H]2Cc3c([nH]c4ccccc34)[C@H](c3ccc(Br)cc3)N2C(=O)CN1C1CCN(CC2CCCCC2)CC1	57
COc1ccc(N2CCN(c3ccc(NC4=C(Cl)C(=O)c5ncccc5C4=O)cc3)CC2)cc1	53
COc1cccc(OC)c1N	98
CCOC(=O)C1=C(CSC(=S)N2CCN(c3ccc(OC)cc3)CC2)N(C)C(=O)NC1c1ccccc1 (stereo unspecified)	68
C/C(=N\N=C\c1ccc(O)cc1)c1nnn(-c2ccc(Cl)cc2)c1C	46
NCC1CCC(CN)CC1 (stereo unspecified)	104&83
C[N+](C)(C)CCNC(=O)c1cccc(OCc2ccccc2)c1	89
ClCc1ccc(-c2ccccc2)cc1	48
CN1CCN(C(=O)CSc2nnc(-c3cccnc3SCc3ccccc3)o2)CC1	70
CCc1cccc(CC)c1N1CC(C(=O)O)CC1=O (stereo unspecified)	115
Fc1cccc(/C=C/c2nn3c(-c4cccnc4)nnc3s2)c1	126
Cc1c2c(c(C)c3c1oc1cc(O)ccc13)C(=O)N(N)C2=O	55
Nn1c(N/N=C/c2cccnc2)n[nH]c1=S	133
N[C@@H](COP(=O)(O)O)C(=O)O	108
SMILES	HL-60(TB)
C[C@]12CC[C@H]3[C@@H](C[C@H]4OC[C@@]35CCC(=O)C=C45)[C@@H]1CC[C@@H]2O	97
O=C(O)c1c2c(nc3ccccc13)-c1ccccc1C1(CCCC1)C2	102
c1ccc(-c2oc(-c3ccccc3)c3ccccc23)cc1	109
CCc1ccc(N=C2c3ccccc3-c3ccc([N+](=O)[O-])cc32)cc1	80
C=CCN(CC=C)CCO	86
CCCCN(CCCC)C(=O)[C@H](CC)[C@@H]1CC[C@@H](C)[C@@H]([C@H](C)[C@@H](O)[C@@H](C)C(=O)[C@H](CC)C2O[C@]3(C=CC(=O)[C@]4(CC[C@@](C)([C@H]5CC[C@](O)(CC)[C@H](C)O5)O4)O3)[C@H](C)C[C@@H]2C)O1 (stereo partly specified)	-1.5*
c1csc(-c2nn[nH]n2)c1	101
COc1ccc(-c2ccc(SCC(=O)Nc3cccc(S(N)(=O)=O)c3)nn2)cc1	76
CC1(C)[C@@H](OC(=O)c2cccnc2)CC[C@]2(C)[C@H]3C(=O)C=C4[C@@H]5C[C@](C)(C(=O)N6CCOCC6)CC[C@]5(C)CC[C@@]4(C)[C@]3(C)CC[C@@H]12	77
O=C(c1nnc(Nc2cccc(Cl)c2)o1)c1c[nH]c2ccccc12	94
O=C(O)CCCCNC(=O)c1nc(-c2ccccc2)n(-c2ccccc2)n1	94
CO[C@H]1CC(=O)n2c3ccccc3c3c4c(c5c6ccccc6n1c5c32)C(=O)NC4=O	97
O=C1CC(=O)c2cccc3cccc1c23	105
N#C/C(=C\c1cccc2ccccc12)C(=O)Nc1sc2c(c1C#N)CCCC2	77
CCOc1ccc(-c2nc3ccc(-c4nc5ccc(N6CCN(C)CC6)cc5[nH]4)cc3[nH]2)cc1	-58*
COc1ccc2[nH]cc(/C=C3\C(=O)N(c4c(Cl)cccc4Cl)c4ccccc43)c2c1	90
C/C(O)=C1\C(=O)Nn2c(nc3c(cnn3-c3ccccc3)c2=O)N1N	92
Cc1cc(C(=O)O)c(N)c([N+](=O)[O-])c1	98

18 entries from above, with bars between the fields:
molecule | HL-60(TB)
C[C@]12CC[C@H]3[C@@H](C[C@H]4OC[C@@]35CCC(=O)C=C45)[C@@H]1CC[C@@H]2O | 97
O=C(O)c1c2c(nc3ccccc13)-c1ccccc1C1(CCCC1)C2 | 102
c1ccc(-c2oc(-c3ccccc3)c3ccccc23)cc1 | 109
CCc1ccc(N=C2c3ccccc3-c3ccc([N+](=O)[O-])cc32)cc1 | 80
C=CCN(CC=C)CCO | 86
CCCCN(CCCC)C(=O)[C@H](CC)[C@@H]1CC[C@@H](C)[C@@H]([C@H](C)[C@@H](O)[C@@H](C)C(=O)[C@H](CC)C2O[C@]3(C=CC(=O)[C@]4(CC[C@@](C)([C@H]5CC[C@](O)(CC)[C@H](C)O5)O4)O3)[C@H](C)C[C@@H]2C)O1 (stereo partly specified) | -1.5*
c1csc(-c2nn[nH]n2)c1 | 101
COc1ccc(-c2ccc(SCC(=O)Nc3cccc(S(N)(=O)=O)c3)nn2)cc1 | 76
CC1(C)[C@@H](OC(=O)c2cccnc2)CC[C@]2(C)[C@H]3C(=O)C=C4[C@@H]5C[C@](C)(C(=O)N6CCOCC6)CC[C@]5(C)CC[C@@]4(C)[C@]3(C)CC[C@@H]12 | 77
O=C(c1nnc(Nc2cccc(Cl)c2)o1)c1c[nH]c2ccccc12 | 94
O=C(O)CCCCNC(=O)c1nc(-c2ccccc2)n(-c2ccccc2)n1 | 94
CO[C@H]1CC(=O)n2c3ccccc3c3c4c(c5c6ccccc6n1c5c32)C(=O)NC4=O | 97
O=C1CC(=O)c2cccc3cccc1c23 | 105
N#C/C(=C\c1cccc2ccccc12)C(=O)Nc1sc2c(c1C#N)CCCC2 | 77
CCOc1ccc(-c2nc3ccc(-c4nc5ccc(N6CCN(C)CC6)cc5[nH]4)cc3[nH]2)cc1 | -58*
COc1ccc2[nH]cc(/C=C3\C(=O)N(c4c(Cl)cccc4Cl)c4ccccc43)c2c1 | 90
C/C(O)=C1\C(=O)Nn2c(nc3c(cnn3-c3ccccc3)c2=O)N1N | 92
Cc1cc(C(=O)O)c(N)c([N+](=O)[O-])c1 | 98

A portion of the library, so the mix of outcomes need not match the whole.
